RORg inh = inhibitors of mouse ROR gamma transcriptional activity; P51450; Drosophila S2 Gal4-RORgamma UAS-luciferase reporter, 20 h; Potency, µM (doses to about 53.6 µM), inactives show at the highest dose activity change, negative = inhibition, most hits filed as inhibitors; 310,000 tested, 5.4% active; also: % is scaled to controls: 0 for no effect and ±100 for the full control effect; nearly all actives have a fitted effect of over 60% in size
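Stably transfected Drosophila Schneider cells are the test system, with ROR gamma fused to Gal4 and luciferase under UAS control; luminescence is read after 20 hr of 700 uM copper sulfate induction at ambient temperature.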
BRCA1 expr act = increases BRCA1 expression; MCF7-BRCA1-FFLuc reporter, luminescence, 48 h; response scale: scaled: vehicle 0%, 10 µM genistein 100%; 380,000 tested, 1.1% active; Potency, µM (series often up to 46.1 µM), for inactives: at the top dose activation, usual class: activators; also: nearly all actives have a fitted effect of over 80% in size; some results filed as inactive show a strong effect at the top dose
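First, MCF7-BRCA1-FFLuc cells (2000/well) attach for 2 h; next, compounds are pin-added and incubated 48 h at 37 °C; finally, luciferase reagent is added and luminescence read after 15 min.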
Gal4-VP16 FLuc = counter-screen for ROR gamma inhibitors: Gal4-VP16 reporter; Drosophila S2 Gal4-VP16 UAS-luciferase, luminescence, 20 h; 310,000 tested, 3.5% active; Potency, µM (highest dose often 53.6 µM), for the others: at the top dose activity, negative = inhibition, most hits filed as inhibitors; AID 2546;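 also: Gal4-VP16 expression switched on by copper sulfate through the metallothionein promoter; % is scaled to controls: 0 for no effect and ±100 for the full control effect; nearly all actives have a fitted effect of over 50% in size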
NPC1 prom act = activators of NPC1 promoter | Huh7 NPC1 promoter luciferase reporter, 24 h | Potency, µM (highest dose often 9.22 µM), for the others: at the highest dose activation, most hits filed as activators | 320,000 tested, 2.4% active;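 also: % of control where 0% means no effect; nearly all actives have a fitted effect of over 60% in size; reporter is driven by a mutant NPC1 promoter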
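Quantitative HTS used a cell-based reporter: Huh7 cells stably bearing the NPC1 promoter upstream of luciferase were treated with compounds for 24 h, and promoter activation was read as luminescence.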
p53 reactivation = re-activators of mutant p53; H1299 p53-A138V BP100-luciferase reporter, luminescence, 24 h; Potency, µM (titrated, usually from 92.2 µM), for inactives: at the highest dose activity change, positive = activation, hits mostly activators; 320,000 tested, 0.063% active; AID 504706; also: % of control where 0% means no effect; nearly all actives have a fitted effect of over 45% in size
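p53-null H1299 cells stably carrying temperature-sensitive p53-A138V and a BP100-luciferase reporter were pinned with compounds (4-point, 1:5 series) and held 24 hrs at 37 deg C. Luminescence was read 10 min after detection reagent.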
uPA surface inh = inhibitors of cell surface uPA generation; cell surface uPA generation assay, qHTS; Potency, µM (top dose mostly 38.3 µM), inactives show at the highest dose activity change, negative = inhibition, usual class: inhibitors; 330,000 tested, 0.31% active; AID 540303; active = well fitted inhibition curve with a large enough effect; inconclusive = small, poorly fitted or top-dose-only effect; inactive = no such curve, though single readings can be large or run the other way; tested in mouse RAW 264.7 cells; also: % is scaled to controls: 0 for no effect and ±100 for the full control effect; nearly all actives have a fitted effect of over 55% in size
ELG1 genotoxic = induces genotoxicity in HEK293T cells with luciferase-tagged ELG1. AID 504466. 330,000 tested, 1.3% active. Potency, µM (highest dose often 46 µM), without a hit: at the highest dose activity change, positive = activation, most hits filed as activators. HEK293T ELG1-luciferase reporter, luminescence, 16 h; also: % of control where 0% means no effect; nearly all actives have a fitted effect of over 60% in size
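Step 1: seed 2,000 HEK293T ELG1-luciferase cells per well. Step 2: add compound or DMSO, incubate 16 hr at 37 °C. Step 3: ONE-Glo, 30 min at room temperature, read luminescence.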
FLuc counter = firefly luciferase modulation, counter-screen for miR-21 project. 360,000 tested, 6.9% active. purified FLuc, Km substrates, luminescence inhibition. P08659. AID 588342. Potency, µM (titrated, usually from 57.5 µM), inactives show at the highest dose activity change, negative = inhibition, hits mostly inhibitors;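 also: plate controls were vehicle for no effect and reference inhibitor for full effect; nearly all actives have a fitted effect of over 55% in size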
Target sequence (P08659 whole entry, looked up): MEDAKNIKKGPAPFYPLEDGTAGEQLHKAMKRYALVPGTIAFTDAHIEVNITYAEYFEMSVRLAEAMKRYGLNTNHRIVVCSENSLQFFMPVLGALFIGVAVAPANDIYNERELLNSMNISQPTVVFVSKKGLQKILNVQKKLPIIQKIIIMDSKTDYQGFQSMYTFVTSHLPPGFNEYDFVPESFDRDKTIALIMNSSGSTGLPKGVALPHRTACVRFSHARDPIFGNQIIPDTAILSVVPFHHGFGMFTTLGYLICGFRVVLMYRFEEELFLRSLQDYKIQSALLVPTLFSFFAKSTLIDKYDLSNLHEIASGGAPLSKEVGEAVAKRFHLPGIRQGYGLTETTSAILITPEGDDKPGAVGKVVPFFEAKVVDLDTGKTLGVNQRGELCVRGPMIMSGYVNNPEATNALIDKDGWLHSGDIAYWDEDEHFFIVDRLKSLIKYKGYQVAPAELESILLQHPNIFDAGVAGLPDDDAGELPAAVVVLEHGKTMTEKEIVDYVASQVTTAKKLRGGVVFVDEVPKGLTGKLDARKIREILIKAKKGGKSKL
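Purified P. pyralis luciferase, 10 nM final, with Km-level 10 uM D-luciferin and 10 uM ATP in 50 mM Tris acetate pH 7.5, 10 mM Mg acetate, 0.01% Tween-20, 0.05% BSA; 6-point qHTS titration about 60 µM downward; luminescence read.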
MBNL1 CUG block = blocks human MBNL1 binding to CUG repeat RNA. Q9NR56. TR-FRET MBNL1-His/biotin-(CUG)12 binding, 665/545 ratio. Potency, µM (top dose mostly 57.5 µM), for the others: at the highest dose activity change, negative = inhibition, most hits filed as inhibitors. 280,000 tested, 0.036% active; active = well fitted inhibition curve with a large enough effect in the signal ratio, with a control signal flat, not every such curve was filed as active; inconclusive = small, poorly fitted or top-dose-only effect, or effect the other way, or a change in a side signal; inactive = no such curve, though single readings can be large or run the other way; the % refers to the signal ratio; also: % is scaled to controls: 0 for no effect and ±100 for the full control effect
Target sequence (Q9NR56 whole entry, looked up): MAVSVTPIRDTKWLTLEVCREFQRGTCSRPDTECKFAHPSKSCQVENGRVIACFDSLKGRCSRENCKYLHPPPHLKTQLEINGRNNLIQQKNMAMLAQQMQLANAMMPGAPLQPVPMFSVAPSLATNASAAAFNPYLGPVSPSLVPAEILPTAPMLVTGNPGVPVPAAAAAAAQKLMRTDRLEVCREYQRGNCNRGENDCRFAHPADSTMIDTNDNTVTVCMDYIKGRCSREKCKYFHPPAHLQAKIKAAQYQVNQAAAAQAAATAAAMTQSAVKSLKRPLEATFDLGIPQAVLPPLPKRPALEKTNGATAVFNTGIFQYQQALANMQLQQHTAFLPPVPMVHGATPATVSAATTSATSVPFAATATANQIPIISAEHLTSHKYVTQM
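Ratiometric TR-FRET (665 over 545 nm, excitation 340 nm) tracks disruption of MBNL1-His/biotin-(CUG)12 complex after 60 min at room temperature, with compounds at 92 nM to 58 uM final.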
Rab9 promoter act = Rab9 promoter activation | Huh7 Rab9 promoter-luciferase reporter, luminescence, 24 h | Potency, µM (titrated, usually from 9.22 µM), without a hit: at the highest dose activation, negative = inhibition, actives largely listed as activators | 320,000 tested, 2.8% active | AID 485297; also: % of control where 0% means no effect; nearly all actives have a fitted effect of over 60% in size
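Measured in stably transfected Huh7 cells bearing a Rab9 promoter–luciferase construct: 24 h compound treatment at 37 °C, followed by luminescence detection.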
An asterisk follows results filed as active; ? = inconclusive; . = no result given; & = joins results of further samples; [ ] = remark or other dose. Unless noted, calls follow the shape of the dose curve; as a rule, active = well fitted curve in the direction sought with a large enough effect; inconclusive = small, poorly fitted or top-dose-only effect, or another doubt; inactive = no such curve, though single readings can be large; an effect the other way counts as inactive or inconclusive. Potency is read from the fitted curve at half-maximal effect.

SMILES	RORg inh	BRCA1 expr act	Gal4-VP16 FLuc	NPC1 prom act	p53 reactivation	uPA surface inh	ELG1 genotoxic	FLuc counter	MBNL1 CUG block	Rab9 promoter act
Clc1ccc(OCc2nn3c(-c4ccccc4)nnc3s2)c(Cl)c1	5%	-4%	-3%	0%	-2%	.	0%	0%	-8%	-1%
COc1ccc(/C=N/NS(C)(=O)=O)c(OC)c1	4%	19%	-5%	-8%	-10%	-3%	-3%	5%	-9%	-3%
Cc1cc(S(=O)(=O)N2CCCC2)ccc1OCC(=O)NC1CCCC1	38%	-11%	1%	0%	-1%	0%	-4%	-1%	3%	-12%
O=C(c1ccco1)N1CCN=C1SCc1ccccc1F	-3%	-16%	-1%	-3%	6%	-15%	-8%	-13%	-10%	-5%
COC(=O)C1=C(C)N(CCC2=CCCCC2)C(=O)C1	?	-13%	?	2%	-51%	-10%	12%	1%	-2%	-5%
Cc1cc(C)n(CC(C)Nc2nc3nonc3nc2N2CCCCC2)n1 (stereo not given)	19%	0%	25%	-2%	-1%	2%	2%	1%	7%	4%
CN(C)S(=O)(=O)c1ccc(C(=O)NCc2nnc(SCC(=O)c3ccccc3)o2)cc1	14%	-27%	-4%	-8%	-16%	4%	-10%	-2%	-2%	7%
O=C(CSc1nnc(-c2ccco2)n1Cc1ccccc1)NC(=O)NCc1ccccc1	0%	-36%	-8%	6%	-2%	2%	-8%	1%	2%	1%
COc1ccccc1/C=C1\SC(=S)N(N2C(=O)CCCC2=O)C1=O	-10%	22%	7%	4%	-3%	-4%	3%	?	?	0%
C/C(CC(=O)NCc1ccco1)=N\NC(=O)Cc1ccc(Cl)cc1	?	-22%	-3%	-3%	-6%	7%	-1%	-2%	-6%	4%
CCS(=O)(=O)c1nc(S(=O)(=O)c2ccc(Cl)cc2)c(N2CCN(CCO)CC2)s1	-13%	-41%	-1%	2%	5%	9%	-2%	1%	8%	3%
Cc1ccc(CC2CC(=O)N(c3cc(C)ccc3C)C2=O)cc1 (stereo not given)	30%	-7%	-4%	0%	-51%[inhibitor]	16%	-9%	2%	3%	-2%
CCOC(=O)c1cn[nH]c1NC(=S)Nc1ccc(Cl)cc1	2.8µM*	?	?	0.32µM*	11%	-2%	?	0.38µM*	3%	0.32µM*
Cc1c(N2C(=O)CSC2c2ccc([N+](=O)[O-])cc2)c(=O)n(-c2ccccc2)n1C (stereo not given)	-1%	0%	-3%	-2%	1%	2%	-1%	2%	?	1%
COc1ccc(C(C)(C)C)cc1NC(=O)COC(=O)CSCc1c(C)noc1C	.	31%	.	0%	5%	1%	-5%	-5%	.	-1%
Cc1ccc(C(=O)OCc2ccc3c(c2)OCO3)cc1S(=O)(=O)N1CCCCC1	12%	-31%	-6%	1%	0%	.	-7%	3%	-4%	-6%
COc1ccccc1C1CCN(C(=S)Nc2ccc(Br)cc2)CC1	5µM*	-33%	?	1%	-3%	0%	-1%	-5%	.	3%
O=C(CCc1ccccc1)N1CCN(c2ccc([N+](=O)[O-])cc2)CC1	14%	-21%	-10%	-2%	-5%	5%	-11%	-6%	?	1%
CCC(C)NC(=O)CSc1ccc(S(=O)(=O)N2CCN(Cc3ccccc3)CC2)cn1 (stereo not given)	.	-9%	.	-2%	-9%	-8%	-1%	11%	.	-7%
O=C1C2CC=C(Cl)CC2C(=O)N1CCC[n+]1cccc2ccccc21 (stereo not given)	-23%	12%	7%	-4%	2%	-2%	0%	-1%	?	-3%
Cc1cc(NC(=O)C(C)Sc2nc(-c3ccccc3)cc(=O)[nH]2)no1 (stereo not given)	3%	0%	-2%	-1%	0%	0%	0%	-3%	3%	4%
COc1ccccc1N(CC(=O)NCCSCc1ccccc1)S(C)(=O)=O	7%	-5%&-3%	-3%	-3%	-9%	?	-6%	0%&6%	-11%	-10%
COc1cc(C(=O)Nc2cc(C(F)(F)F)ccc2Cl)cc(OC)c1OC	-2%	-5%	-2%	-8%	-6%	9%	-5%	-1%	-4%	-5%
COc1ccc(CNC(=O)C/C(C)=N/NC(=O)c2cnccn2)cc1	-2%	9%	-2%	-2%	3%	0%	3%	0%	9%	-2%
O=C(c1ccc(F)c(F)c1)N1CCCc2ccccc21	3%	15%	-3%	-6%	.	10%	0%	-1%	3%	3%
CC1CCCN(Cc2cnc(Cl)s2)C1 (stereo not given)	7%	6%	1%	-1%	1%	1%	1%	4%	-4%	1%
CCN(Cc1ccccc1)C(=O)C(C)OC(=O)c1cc(S(=O)(=O)Nc2c(C)n(C)n(-c3ccccc3)c2=O)ccc1C (stereo not given)	13%	-11%	-17%	-1%	1%	1%	-8%	-18%	0%	2%
COC(=O)C(O)(CC(=O)Nc1ccc(C)c(F)c1)C(F)(F)F (stereo not given)	?	9%	6%	-6%	-1%	4%	-5%	8%	-6%	0%
COc1ccc(/C=C2/SC(=S)NC2=O)cc1OCc1ccccc1	?	-13%	18µM*	-14%	-47%[inhibitor]	-3%	-5%	0%	-2%	-16%
Cc1[nH]c2ccccc2c1-c1csc(NC(=O)CSCCO)n1	41%	-15%	1%	-2%	3%	1%	12%	?	8%	-3%
CN(Cc1ccccc1)C1CCCN(C(=O)c2ccc(Cl)s2)C1 (stereo not given)	2%	-1%	-14%	0%	-5%	2%	-4%	1%	-3%	0%
Nc1ccc2nc(-c3ccccc3)[nH]c2c1	13µM*	97%	?	3.2µM*	9%	-13%	?	7.6µM*	20%	3.2µM*
O=C1C(Cl)=C(N2CCOCC2)C(=O)N1c1ccc(Br)cc1	17%	-5%	?	-1%	15%	4%	-1%	?	?	1%
O=C(COC(=O)CCc1nc2ccccc2s1)Nc1ccc(S(=O)(=O)N2CCOCC2)cc1	0%	-19%	12%	4%	0%	6%	1%	2%	4%	-11%
CCC(=O)NC(c1ccc(OC)c(OC)c1)c1cc(Cl)c2cccnc2c1O (stereo not given)	0%	-77%&-75%	-4%	-42%[inhibitor]	1%	2%	5%	-16%	15%	-55%[inhibitor]
COc1ccc(CCC(=O)OCC(=O)Nc2sccc2C#N)cc1	.	-22%	.	.	6%	4%	-1%	.	.	.
Cn1c(-c2ccccn2)[n+](C)c2ccccc21	3%	-5%	-4%	-11%	-2%	6%	1%	-2%	2%	1%
CC(=C/c1ccc(C(C)C)cc1)/C=N/NC(=O)Cn1nc(C)cc1C	28%	-14%	?	1%	12%	-1%	-3%	-9%	.	13%
Cc1cc(N2CCCC(C(=O)Nc3ccc4c(c3)CCC4)C2)n2ncnc2n1 (stereo not given)	?	-40%	-4%	-6%	-20%	.	-1%	1%	10%	-1%
O=C(CSc1nnc(-c2ccc(F)cc2)n1-c1ccccc1)NCCN1C(=O)CSC1=O	14%	-9%	3%	-1%	-3%	-5%	2%	-10%	-12%	2%

Shown in markdown: part of the list above
| Molecule | RORg inh | BRCA1 expr act | Gal4-VP16 FLuc | NPC1 prom act | p53 reactivation | uPA surface inh | ELG1 genotoxic | FLuc counter | MBNL1 CUG block | Rab9 promoter act |
| --- | --- | --- | --- | --- | --- | --- | --- | --- | --- | --- |
| Nc1ccc2nc(-c3ccccc3)[nH]c2c1 | 13µM* | 97% | ? | 3.2µM* | 9% | -13% | ? | 7.6µM* | 20% | 3.2µM* |
| O=C1C(Cl)=C(N2CCOCC2)C(=O)N1c1ccc(Br)cc1 | 17% | -5% | ? | -1% | 15% | 4% | -1% | ? | ? | 1% |
| O=C(COC(=O)CCc1nc2ccccc2s1)Nc1ccc(S(=O)(=O)N2CCOCC2)cc1 | 0% | -19% | 12% | 4% | 0% | 6% | 1% | 2% | 4% | -11% |

Further structures.
SMILES	RORg inh	BRCA1 expr act	Gal4-VP16 FLuc	NPC1 prom act	p53 reactivation	uPA surface inh	ELG1 genotoxic	FLuc counter	MBNL1 CUG block	Rab9 promoter act
CC1C(=O)NN=C1C(=O)N/N=C/c1ccco1 (stereo not given)	-13%	-2%	?	-2%	1%	1%	0%	-2%	4%	15%
CC(C)S(=O)(=O)C1=NSC2=NC(=O)/C(=C\c3ccc(OC(=O)c4ccco4)cc3)C(=N)N21	-13%	-27%	3%	-2%	7%	4%	-7%	?	14%	-4%
CCn1ncc(/C=C/C(=O)c2ccccc2)c1C	-76%	11µM*	?	?	?	8%	?	?	-29%	?
COc1cccc(NC(=O)COC(=O)c2c(C)noc2C)c1	.	-5%	.	0%	-5%	-11%	3%	0%	.	-7%
CCOC(=O)C1CCN(C(=O)Cn2cnc3sc(C)c(S(=O)(=O)N4CCC(C)CC4)c3c2=O)CC1	25%	-10%	9%	-2%	2%	-1%	-3%	1%	1%	0%
Cc1noc(C)c1C(=O)Nc1nc(-c2cccs2)cs1	.	65%	.	?	?	-15%	9%	?	.	?
O=C(Nc1cccc(Cl)c1)Nc1ccc2c(c1)OCO2	33%	?	18%	2.5µM*	?	-4%	15%	6.7µM*	0%	1.6µM*
Cc1cc(-c2ccccc2)nc(N(C)NC(=O)c2ccc(Cl)cc2)c1S(C)(=O)=O	2%	-19%	-20%	-1%	0%	9%	-12%	-1%	5%	1%
O=C1CC(C(=O)Nc2ccc(C(=O)O)cc2)C(c2ccccc2)O1 (stereo not given)	-2%	20%	-10%	-2%	11%	-1%	9%	3%	-3%	16%
O=C(CCc1ccccc1)NNC(=O)Cc1ccccc1	3%	2%	-1%	-4%	1%	-2%	5%	2%	3%	-4%
CC1(c2ccc(Cl)c(Cl)c2)NC(=S)N2C1NC(=S)N2c1ccccc1 (stereo not given)	?	-50%	1%	0%	8%	2%	4%	-3%	-3%	-3%

Screens from PubChem.
